UBC13 polyUb = human UBC13 polyubiquitination inhibition; P61088; AID 485273; inhibition, % at 20 µM; UBC13 polyubiquitin chain formation, TR-FRET; actives 0.47% (n = 330,000); in the data active = inhibition above about 45%, passing the limit was not always enough
Jurkat NFkB inh = lowers PMA/ionomycin-induced NF-kB signal in Jurkat cells | inhibition, % at 4 µM | PMA/ionomycin-induced NF-kB luciferase reporter, luminescence | actives 0.53% (n = 330,000)
EBI2 antag = blocks human EBI2 receptor beta-arrestin signaling; P32249; EBI2 beta-arrestin recruitment, luminescence, 7a,25-OHC stimulated; inhibition, % at 5 µM; actives 0.81% (n = 360,000); AID 651636; in the data active = inhibition above about 38%;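 also: enzyme fragment complementation signal reports receptor beta-arrestin coupling in cells; 0% = agonist plus DMSO wells and 100% = wells without agonist; some results beyond the cut were filed as inactive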
Target sequence (P32249 whole entry, looked up, the tested form may be a part): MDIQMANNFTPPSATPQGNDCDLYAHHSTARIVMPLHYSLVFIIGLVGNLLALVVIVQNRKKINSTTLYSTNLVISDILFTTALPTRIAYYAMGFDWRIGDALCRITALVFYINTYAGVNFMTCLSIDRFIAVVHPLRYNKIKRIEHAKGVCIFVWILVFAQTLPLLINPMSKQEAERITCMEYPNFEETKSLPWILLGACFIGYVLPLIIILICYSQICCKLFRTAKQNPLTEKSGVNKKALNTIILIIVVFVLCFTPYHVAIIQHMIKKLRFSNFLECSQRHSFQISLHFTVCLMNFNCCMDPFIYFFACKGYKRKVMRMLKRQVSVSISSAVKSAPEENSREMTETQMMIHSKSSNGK
Apaf-1 inh = blocks human Apaf-1 apoptosome activity; reconstituted apoptosome caspase-3 activity, DEVD-Rh110 fluorescence; AID 489030; inhibition, % at 20 µM; O14727; actives 0.71% (n = 330,000); active = inhibition of at least 40% at 20 µM;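 also: plate controls were DMSO wells for no effect and DEVD-CHO caspase inhibitor wells for full effect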
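System: reconstituted apoptosome with Apaf-1, cytochrome c, caspase-9, procaspase-3, dATP; Signal: Rh110 fluorescence intensity; Schedule: 30 min compound preincubation, 50 min activation, room temperature; Reagent: cytochrome c trigger plus (Z-DEVD)2-Rh110 caspase-3 substrate.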
SENP8 inh = blocks the human protease SENP8. Q96LD8. purified SENP8, Z-RLRGG-aminoluciferin cleavage, luminescence. inhibition, % at 10 µM. actives 1.2% (n = 330,000)
Target sequence (Q96LD8 whole entry, looked up): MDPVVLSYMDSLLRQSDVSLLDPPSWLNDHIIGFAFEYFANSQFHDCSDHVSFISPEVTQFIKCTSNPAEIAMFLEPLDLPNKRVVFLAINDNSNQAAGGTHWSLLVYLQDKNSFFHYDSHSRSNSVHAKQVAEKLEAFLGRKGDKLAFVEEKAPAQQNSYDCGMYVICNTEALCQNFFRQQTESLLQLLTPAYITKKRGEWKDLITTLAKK
CCR6 antagonist = CCR6 (human) receptor antagonism; inhibition, % at 20 µM; AID 493098; CHO-K1 CCR6 PathHunter beta-arrestin, luminescence, CCL20-stimulated; actives 0.49% (n = 340,000);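 active = compounds whose inhibition of the agonist-driven luminescence signal at 20 µM reaches about 50%, limit read from the data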;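 also: cells stimulated with CCL20 at 14 nM final; plate controls were DMSO with CCL20 for no effect and DMSO without agonist for full effect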
Target sequence (P51684 whole entry, looked up): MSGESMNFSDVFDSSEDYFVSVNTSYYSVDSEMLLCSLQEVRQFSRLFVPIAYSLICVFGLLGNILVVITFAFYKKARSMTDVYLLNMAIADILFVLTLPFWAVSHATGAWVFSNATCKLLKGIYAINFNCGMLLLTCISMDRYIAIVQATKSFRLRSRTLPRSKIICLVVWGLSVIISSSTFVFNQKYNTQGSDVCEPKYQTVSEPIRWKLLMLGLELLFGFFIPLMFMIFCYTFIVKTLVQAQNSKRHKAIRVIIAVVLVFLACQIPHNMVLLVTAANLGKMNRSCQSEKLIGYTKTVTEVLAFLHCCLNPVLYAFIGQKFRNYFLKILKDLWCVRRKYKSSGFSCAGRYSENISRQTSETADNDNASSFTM
Gli-Sufu antag = antagonists of Gli-Sufu signaling | inhibition, % at 5 µM | Sufu-KO-LIGHT fibroblasts, Gli luciferase reporter luminescence | actives 0.74% (n = 340,000);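 active = inhibition above about 55%, limit read from the data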;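 also: 0% = DMSO-treated cells and 100% = wells with medium but no cells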
697 NFkB inh = inhibitors of the PMA/ionomycin-induced NF-kB reporter in 697 B cells. 697 B-cell NF-kB luciferase reporter, 16 h. actives 0.33% (n = 330,000). AID 435022. inhibition, % at 4 µM; in the data active = inhibition above about 35%
* marks the source's active call; other numbers are inactive results. Rule as the data show it, unless noted: active = inhibition above about 50%; inactive = the rest. A portion of the library. The share of hits here may be higher or lower than overall.

No.	structure	UBC13 polyUb	Jurkat NFkB inh	EBI2 antag	Apaf-1 inh
1	CCOC(=O)c1ccc(-n2ccnc2)c(NC(=O)c2ccc(C(C)(C)C)cc2)c1	-7	-10	-9	10
2	CCCn1c(C)cc(C(=O)CSc2nc3ccccc3c(=O)n2Cc2ccco2)c1C	7	-82	14	15
3	CCSc1ccc2cc(OC)ccc2[n+]1CC	-1	8	4	-7
4	CCOC(=O)c1[nH]ncc1[C@@H]1C[C@H]2CN(Cc3cccc(Cl)c3)C(=O)[C@]23CCCN13	4	-1	1	-17
5	O=Cc1cccn1-c1ccc2ccccc2c1	1	-4	-12	-7
6	COc1cccc2c1nc(C)c1cc(C)oc12	3	-28	0	5
7	COc1ccc(CN2C(=O)CCCc3ccccc32)cc1	8	5	-7	1
8	CCOc1ccc(CN2CCN(C(=O)c3cccc4ccccc34)CC2)cc1	-1	29	-4	14

No.	SENP8 inh	CCR6 antagonist	Gli-Sufu antag	697 NFkB inh
1	-2	3	-4	4
2	-2	14	-76	-123
3	5	11	40	8
4	4	4	11	24
5	2	2	-18	12
6	-11	-3	9	-18
7	-5	18	6	9
8	8	9	47	-10

Fetched by structure from the entries so far:
No.	structure	UBC13 polyUb	Jurkat NFkB inh	EBI2 antag	Apaf-1 inh
5	O=Cc1cccn1-c1ccc2ccccc2c1	1	-4	-12	-7
8	CCOc1ccc(CN2CCN(C(=O)c3cccc4ccccc34)CC2)cc1	-1	29	-4	14
4	CCOC(=O)c1[nH]ncc1[C@@H]1C[C@H]2CN(Cc3cccc(Cl)c3)C(=O)[C@]23CCCN13	4	-1	1	-17
2	CCCn1c(C)cc(C(=O)CSc2nc3ccccc3c(=O)n2Cc2ccco2)c1C	7	-82	14	15

No.	SENP8 inh	CCR6 antagonist	Gli-Sufu antag	697 NFkB inh
5	2	2	-18	12
8	8	9	47	-10
4	4	4	11	24
2	-2	14	-76	-123

Other compounds
No.	structure	UBC13 polyUb	Jurkat NFkB inh	EBI2 antag	Apaf-1 inh
9	CCOC(=O)C(Cc1ccccc1)NS(=O)(=O)c1ccc(NC(C)=O)cc1 (stereo not drawn)	5	2	-6	-1
10	O=C(Cn1cnc2c(cnn2-c2ccc(F)cc2)c1=O)N1CCCc2ccccc21	3	13	12	2
11	COc1ccc(/C=N/n2nnnc2N)c(OC)c1	0	1	-2	4
12	CCOC(=O)c1ccc(S(=O)(=O)NNc2ccc(C(F)(F)F)cn2)cc1	-4	2	9	22
13	CC(OC(=O)CSc1ccc([N+](=O)[O-])cc1)C(=O)NCc1ccccc1 (stereo not drawn)	-12	-8	-5	6
14	Cn1ccc(C(=O)Nc2cccnc2Cl)n1	-2	-10	-4	-9
15	Cc1cccc(OCCC(=O)Nc2ccccc2C(N)=O)c1	-7	-4	-5	-2
16	Cc1onc(-c2ccccc2Cl)c1C(=O)OCC(=O)c1ccccc1	6	-2	2	3

No.	SENP8 inh	CCR6 antagonist	Gli-Sufu antag	697 NFkB inh
9	-4	-6	4	-2
10	-2	-1	5	-3
11	6	13	-17	5
12	-16	11	-1	-12
13	0	3	-9	-4
14	-3	-3	-7	2
15	-7	9	-2	-15
16	4	25	-1	4

Molecules shown so far containing a furan ring, fused or not:
No.	structure	UBC13 polyUb	Jurkat NFkB inh	EBI2 antag	Apaf-1 inh
2	CCCn1c(C)cc(C(=O)CSc2nc3ccccc3c(=O)n2Cc2ccco2)c1C	7	-82	14	15
6	COc1cccc2c1nc(C)c1cc(C)oc12	3	-28	0	5

No.	SENP8 inh	CCR6 antagonist	Gli-Sufu antag	697 NFkB inh
2	-2	14	-76	-123
6	-11	-3	9	-18

Going on with the list.
No.	structure	UBC13 polyUb	Jurkat NFkB inh	EBI2 antag	Apaf-1 inh
17	Cc1cccnc1NC(=O)C1c2ccccc2Oc2ccccc21	0	-7	-9	-17
18	Cn1c(CNC(=O)CNC(=O)Cc2ccccc2)cc(=O)n(C)c1=O	0	2	4	-7
19	CN(C)S(=O)(=O)c1ccc(C(=O)NCC(=O)N/N=C/c2cccs2)cc1	-9	6	10	-9
20	C=CCn1c(Cc2cccs2)nnc1SCC(=O)Nc1ccc(OC)c(OC)c1	-5	-5	2	10
21	Nc1c(C(=O)N/N=C/c2ccc(Cl)cc2)cnn1-c1ccccc1	3	-13	20	1
22	CCOC(=O)C1CCN(C(=O)c2cn(C)c(=O)c3cc(OC)c(OC)cc23)CC1	-18	-31	-13	12
23	NS(=O)(=O)c1ccc(N2N=C(c3ccccc3)CC2c2ccc(F)cc2)cc1 (stereo not drawn)	19	-6	2	30
24	N#Cc1ccccc1S(=O)(=O)N1CCN(S(=O)(=O)c2ccc(Br)c(C(=O)O)c2)CC1	-7	-15	-8	13

No.	SENP8 inh	CCR6 antagonist	Gli-Sufu antag	697 NFkB inh
17	-10	8	1	-3
18	9	2	-6	4
19	-10	5	-3	5
20	-2	4	0	-4
21	8	14	-11	-19
22	1	11	10	-81
23	-6	14	-16	15
24	-10	-4	2	-1

(cont.)
No.	structure	UBC13 polyUb	Jurkat NFkB inh	EBI2 antag	Apaf-1 inh
25	O=C(O)/C=C/C(=O)Nc1ccc(Cl)cc1C(=O)c1ccccc1	-6	13	-14	-2
26	CCOC(=O)c1c(C)[nH]c(C(=O)OCCOc2ccc(Cl)cc2)c1C	-19	-7	-8	7
27	COc1cccc(C(=O)NN=C2CCCC2)c1	2	9	0	3
28	COc1ccc(C(=O)Oc2cccc(Nc3ncnc4ccccc34)c2)cc1OC	12	18	1	1
29	CCCCC1=CC2=CC(=O)C(C)(OC(=O)CC)C(=O)C2=CO1 (stereo not drawn)	-80	7	-2	-3
30	O=C(Cc1c(F)cccc1Cl)OCC(=O)N1CCN(c2ccccc2)CC1	5	5	-5	-2
31	COCCCNC(=O)C1CCCCN1S(=O)(=O)c1ccc(F)cc1 (stereo not drawn)	0	11	4	-13
32	CC1CN(C(=O)CCC(=O)NCc2ccccn2)c2ccccc2O1 (stereo not drawn)	-6	-9	-4	3

No.	SENP8 inh	CCR6 antagonist	Gli-Sufu antag	697 NFkB inh
25	0	-5	0	14
26	-10	10	-7	-18
27	-2	-5	-20	15
28	4	-16	-17	-30
29	9	7	-1	10
30	3	13	6	2
31	5	14	-6	-2
32	-7	0	1	-9

Further structures follow.
No.	structure	UBC13 polyUb	Jurkat NFkB inh	EBI2 antag	Apaf-1 inh
33	CCC1CCCCN1C(=O)c1cc(COc2ccc(-n3cncn3)cc2)on1 (stereo not drawn)	3	6	5	2
34	COC(=O)c1ccc(C(=O)OC)c(NC(=O)c2cnc3n(c2=O)CCS3)c1	8	-8	-5	-4
35	CCN(C[C@H]1N[C@@](CC)(C(=O)OC)[C@H]2C(=O)N(C)C(=O)[C@@H]12)S(=O)(=O)c1ccc(C)cc1	8	12	-4	-5
36	Cc1csc(NC(=O)CSc2nnc(C)n2Cc2ccco2)n1	-6	7	-6	-5
37	Cc1ccc(S(=O)(=O)/N=C2\C=C(Nc3cccc(C(=O)O)c3)C(=O)c3ccccc32)cc1	-185	-5	-2	94*
38	CCOc1ccc(N=C2NC(=O)CS2)cc1	-2	-14	-8	-4
39	Cc1ccc(N2CC(C(=O)N3CCC(c4nc5ccccc5[nH]4)CC3)CC2=O)cc1C (stereo not drawn)	-5	10	-14	7
40	COc1ccc(-c2csc(N(CC3CCCO3)C(=O)c3cccs3)n2)cc1 (stereo not drawn)	6	-13	1	3

No.	SENP8 inh	CCR6 antagonist	Gli-Sufu antag	697 NFkB inh
33	-3	0	49	1
34	-12	4	7	13
35	3	-1	-6	-2
36	-2	-1	-18	18
37	93*	23	-22	-61
38	1	6	-9	-1
39	-13	10	8	7
40	5	2	8	5

Ordered by value in UBC13 polyUb (rising): four from the list above.
No.	SMILES	UBC13 polyUb	Jurkat NFkB inh	EBI2 antag	CCR6 antagonist	697 NFkB inh
37	Cc1ccc(S(=O)(=O)/N=C2\C=C(Nc3cccc(C(=O)O)c3)C(=O)c3ccccc32)cc1	-185	-5	-2	23	-61
39	Cc1ccc(N2CC(C(=O)N3CCC(c4nc5ccccc5[nH]4)CC3)CC2=O)cc1C (stereo not drawn)	-5	10	-14	10	7
33	CCC1CCCCN1C(=O)c1cc(COc2ccc(-n3cncn3)cc2)on1 (stereo not drawn)	3	6	5	0	1
34	COC(=O)c1ccc(C(=O)OC)c(NC(=O)c2cnc3n(c2=O)CCS3)c1	8	-8	-5	4	13

Next part:
No.	structure	UBC13 polyUb	Jurkat NFkB inh	EBI2 antag	Apaf-1 inh
41	COc1c(C)cc(C(=O)C2CCCN(Cc3ccc(Oc4ncccn4)cc3)C2)cc1C (stereo not drawn)	14	12	-5	-15
42	CCC(C)NC(=O)CSc1nnc(-c2ccncc2)n1-c1ccc(OC)cc1 (stereo not drawn)	-1	-5	0	6
43	Cc1cccc(Oc2nccc(C(F)(F)F)c2C(=O)Nc2ccc(F)cc2F)c1	3	-4	3	-12
44	Cc1ccc(-c2nnc(SC(C)C(=O)NCC3CCCO3)nc2-c2ccc(C)cc2)cc1 (stereo not drawn)	-15	0	12	26
45	Cc1cc(C)c(S(=O)(=O)N2CCN(c3ccc([N+](=O)[O-])c(-n4nc(C)cc4C)c3)CC2)c(C)c1	4	4	34	2
46	CNc1nnc(-c2ccc(C)cc2)c2ccccc12	0	7	-5	0
47	N#CCc1nc2ccc(S(=O)(=O)N3CCOCC3)cc2s1	8	4	-4	-8
48	Cc1ccc(S(=O)(=O)NCCSc2nnnn2C)cc1	2	4	-18	6

No.	SENP8 inh	CCR6 antagonist	Gli-Sufu antag	697 NFkB inh
41	2	8	10	-11
42	0	-3	1	-23
43	-4	5	-2	-4
44	-10	21	3	-19
45	3	19	16	11
46	3	16	2	1
47	7	8	-5	23
48	-5	3	1	17

The list continues:
No.	structure	UBC13 polyUb	Jurkat NFkB inh	EBI2 antag	Apaf-1 inh
49	Cc1cc(NC(=O)COC(=O)C2CSC3(C)CCC(=O)N23)ccc1Br (stereo not drawn)	14	-1	-8	9
50	CC(C)(C)NC(=O)C(=O)NN=C1CCCCCCCCCCC1	-4	4	-11	21
51	N=C1/C(=C\c2ccc(OC(=O)c3ccco3)cc2)C(=O)N=C2SC(N3CCCCC3)=NN12	-26	0	-7	1
52	Cc1ccnc(NC(=O)CCCOc2ccccc2)c1	-20	5	-1	4
53	O=S1(=O)CC=C(CSc2nc3ccccc3[nH]2)C1	4	3	3	-8
54	CCn1c2c(c(=N)c3ccccc31)CCC2	1	26	3	-16
55	O=C(C(Cl)c1ccccc1)N1CCOCC1 (stereo not drawn)	0	8	-13	1

No.	SENP8 inh	CCR6 antagonist	Gli-Sufu antag	697 NFkB inh
49	3	3	-22	24
50	-1	-7	-4	4
51	-5	36	-4	16
52	-9	11	21	-11
53	-8	-1	10	-6
54	7	-1	10	3
55	6	5	3	22
